Screens from PubChem BioAssay.
hERG protect = shields human hERG channel from block by proarrhythmic agents; Q12809; CHO-hERG, FluxOR thallium flux, dofetilide IC70 present; activation (rescue from dofetilide block), less the hit threshold, % at 10 µM; 310,000 compounds, 0.51% hits; AID 1511;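 active means activation above the mean of controls blocked by dofetilide plus 5 SD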;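 further: thallium influx through hERG after potassium depolarization seen as dye fluorescence rise; in these data hits start at about 4.7%; inactives centre near -7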
Target sequence (Q12809 whole entry, looked up): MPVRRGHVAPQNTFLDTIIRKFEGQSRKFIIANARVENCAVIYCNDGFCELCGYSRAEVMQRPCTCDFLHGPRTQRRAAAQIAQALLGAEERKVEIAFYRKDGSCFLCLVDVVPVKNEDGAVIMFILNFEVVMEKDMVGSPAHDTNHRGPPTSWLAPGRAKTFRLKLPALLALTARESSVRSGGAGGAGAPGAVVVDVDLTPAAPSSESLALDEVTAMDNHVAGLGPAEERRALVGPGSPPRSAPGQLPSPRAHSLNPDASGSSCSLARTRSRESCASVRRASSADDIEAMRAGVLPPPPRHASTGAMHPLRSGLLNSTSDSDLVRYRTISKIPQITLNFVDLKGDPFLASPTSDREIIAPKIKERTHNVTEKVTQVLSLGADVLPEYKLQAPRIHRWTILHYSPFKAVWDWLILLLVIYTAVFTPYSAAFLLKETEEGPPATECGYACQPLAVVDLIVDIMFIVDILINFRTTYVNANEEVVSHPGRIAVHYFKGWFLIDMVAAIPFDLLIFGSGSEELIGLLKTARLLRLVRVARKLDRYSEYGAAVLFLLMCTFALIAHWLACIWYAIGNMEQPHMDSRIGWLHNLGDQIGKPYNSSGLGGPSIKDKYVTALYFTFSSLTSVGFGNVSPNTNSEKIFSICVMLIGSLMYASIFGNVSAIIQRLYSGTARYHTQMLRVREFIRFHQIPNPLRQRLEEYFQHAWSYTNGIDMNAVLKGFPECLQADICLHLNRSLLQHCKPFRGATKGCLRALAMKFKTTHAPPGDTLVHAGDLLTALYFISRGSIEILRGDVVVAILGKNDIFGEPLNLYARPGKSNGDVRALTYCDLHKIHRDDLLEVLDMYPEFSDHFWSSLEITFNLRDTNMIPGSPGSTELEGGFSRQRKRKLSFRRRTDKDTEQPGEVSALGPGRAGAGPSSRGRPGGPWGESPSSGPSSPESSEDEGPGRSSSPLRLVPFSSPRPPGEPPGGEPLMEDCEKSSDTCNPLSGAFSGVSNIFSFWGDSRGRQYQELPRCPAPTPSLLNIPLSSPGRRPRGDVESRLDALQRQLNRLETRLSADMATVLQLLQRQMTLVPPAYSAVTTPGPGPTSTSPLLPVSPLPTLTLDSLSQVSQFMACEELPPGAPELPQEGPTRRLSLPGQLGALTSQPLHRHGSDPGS
KCNK9 block = human KCNK9 channel inhibition; Q9NPC2; HEK293 KCNK9, FluxOR thallium flux fluorescence; stronger effect = lower value; B-score at 10 µM; 310,000 compounds, 1.2% hits; AID 488922;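 active means ratio B-score over 3 SD below the library mean, with starting fluorescence within 5 SD of its mean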;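 further: negative B-score means less thallium flux so channel inhibition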
KCNK3 inh = human KCNK3 channel inhibition, primary screen; O14649; CHO-KCNK3 thallium flux, FluxOR fluorescence; stronger effect = lower value; B-score at 10 µM; 340,000 compounds, 0.84% hits; AID 602410;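 active means B-score under library mean minus 4 SD, starting fluorescence ratio at most library mean plus 5 SD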;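 further: more negative B-score means stronger inhibition of thallium flux through KCNK3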
KCNQ1 pot = potentiates or activates the human KCNQ1 potassium channel. P51787. 310,000 compounds, 0.35% hits. CHO-K1 KCNQ1, thallium flux FluxOR fluorescence; stronger effect = higher value. B-score at 10 µM;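 active means fluorescence ratio B-score, a plate-corrected score, at least three library SD, with initial intensity B-score within 5 SD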
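assay system = CHO-K1 cells stably expressing KCNQ1 | medium = assay buffer, equal DMSO in all wells | timing = 37 °C overnight plating, 90-min dark dye load, 20-min compound pretreatment | measured by = kinetic FluxOR thallium fluorescence, 10-s 1-Hz baseline, 110-s post-stimulus read | measure = fluorescence change relative to baseline, converted to B score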
KCNQ1 block = human KCNQ1 channel inhibition. P51787. CHO-K1 KCNQ1, FluxOR thallium flux fluorescence; stronger effect = higher value. B-score at 10 µM. 310,000 compounds, 1.3% hits. AID 2642;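 active means compounds whose thallium flux B-score, printed positive for inhibition, exceeds three library SD while starting fluorescence stays within three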;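 further: channel opened by potassium depolarization with thallium stimulus after 20 min compound exposure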
GSK3B inh = blocks human GSK3beta kinase activity. AID 2097. P49841. 300,000 compounds, 0.038% hits. GST-GSK3beta kinase, ADP-Glo luminescence, 60 min; stronger effect = lower value. activity score (negative = inhibition), % at 10 µM;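 active means more than half of replicate wells score below -50%, meaning over 50% inhibition versus plate controls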;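 further: 0% = median DMSO wells and -100% = median GW8510 positive control wells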
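Test system: GST-tagged human GSK3beta kinase, cell-free; evaluation: activity score scaled between in-plate DMSO and GW8510 controls; measured by: ADP-Glo luminescence; incubation: 60 min reaction, RT; benchmarks: DMSO and 20 µM GW8510; reagent: peptide substrate plus 25 µM ATP (final); medium: Tris/MgCl2 kinase buffer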
GSK3A inh = inhibitors of human GSK-3 alpha kinase; inhibition, % at 10 µM; ADP-Glo luminescence, 60 min; 320,000 compounds, 0.1% hits;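 in the data active means inhibition above about 50%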;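 further: GST-tagged GSK-3 alpha with peptide substrate and 25 µM ATP; 0% = DMSO neutral wells and 100% = GW8510 positive control wells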
DYRK1A inh = blocks rat Dyrk1A kinase activity; Q63470; ADP-Glo luminescence, NFATc1 peptide; inhibition, % at 12.5 µM; 310,000 compounds, 0.43% hits; AID 504441; in the data active means inhibition above about 50%;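 further: plate controls were vehicle with enzyme for no effect and no enzyme for full effect; many of its hits are not listed in these tables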
RGS4 inh = inhibitors of human RGS4; P49798; HEK293 M3R/RGS4 inducible, Fluo-4 calcium flux; stronger effect = higher value; triggered by carbachol at its EC20; B-score at 10 µM; 310,000 compounds, 0.45% hits; AID 463165;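 active means B-score, a plate-corrected calcium signal, over three deviations above library mean, with baseline fluorescence within five deviations of library mean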;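 further: RGS4 expression induced by doxycycline in cells with stable M3 receptor; B-score is computed from the integrated fluorescence ratio over baseline after carbachol; higher B-score means a larger calcium signal and so more RGS4 inhibition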
RGS4 pot = potentiators or activators of RGS4; HEK293 M3R/inducible RGS4, carbachol calcium flux Fluo4; stronger effect = lower value; B-score at 10 µM; 310,000 compounds, 0.92% hits; AID 463111;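 active means B-score of the integrated calcium signal more than 4 SD below the library mean, with starting fluorescence not abnormally high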;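 further: negative B-score means reduced calcium response which marks RGS4 activation or potentiation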
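System: HEK293 FlpIn-TREx cells, stable M3R, doxycycline-inducible RGS4. Timing: overnight RGS4 induction, 30 min dye load 37 °C, 20 min compound RT. Also added: carbachol, ECmax concentration. Measured by: Fluo4 fluorescence kinetic imaging of calcium. Evaluation: integrated calcium ratio converted to B score.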
PolyA inhibitor = inhibitors of polyadenylation in S. cerevisiae; S. cerevisiae SKY197-pL101 polyadenylation reporter, beta-gal luminescence; efflux-impaired pdr1/pdr3 knockout yeast; score 100 = 6 SD above DMSO; 300,000 compounds, 0.02% hits; AID 1875; calls only at 12 µM;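 active means lowest replicate activity score at least 50, where 100 means six control SD above control mean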;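 further: yeast exposed to compound for 9 h at 30 °C; higher score means more reporter readthrough which indicates perturbed polyadenylation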
Starred values were filed as active, the others as inactive. Only part of the results is shown (hit frequency here may not be typical).

Screening O=C(O)CNC(=S)N(Cc1ccco1)Cc1ccccc1Cl returned hERG protect -9, KCNK9 block inactive, KCNK3 inh inactive, KCNQ1 pot inactive, KCNQ1 block inactive, GSK3B inh -3, GSK3A inh 0, DYRK1A inh -3, RGS4 inh inactive, RGS4 pot inactive and PolyA inhibitor inactive.
Screening OCCN(Cc1ccccc1)Cc1ccc(Cl)cc1 returned hERG protect -6, KCNK9 block inactive, KCNK3 inh inactive, KCNQ1 pot inactive, KCNQ1 block inactive, GSK3B inh -1, GSK3A inh 6, DYRK1A inh -7, RGS4 inh inactive, RGS4 pot inactive and PolyA inhibitor inactive.
`CCOC(=O)c1sc(NC(=O)COC(=O)CNC(=O)C2CCCCC2)c(C(=O)OCC)c1C` gave hERG protect -7, KCNK9 block inactive, KCNK3 inh inactive, KCNQ1 pot inactive, KCNQ1 block inactive, GSK3B inh 1, GSK3A inh 0, DYRK1A inh 0, RGS4 inh inactive, RGS4 pot inactive and PolyA inhibitor inactive.
`OC(COCc1ccccc1)CN1CCCCC1` (stereo not drawn) gave hERG protect -4, KCNK9 block inactive, KCNK3 inh inactive, KCNQ1 pot inactive, KCNQ1 block inactive, GSK3B inh -1, GSK3A inh -3, DYRK1A inh -2, RGS4 inh inactive, RGS4 pot inactive and PolyA inhibitor inactive.
Screening Cc1cc([N+](=O)[O-])nn1CC(=O)N1CCN(Cc2ccccc2)CC1 returned hERG protect -8, KCNK9 block inactive, KCNK3 inh inactive, KCNQ1 pot inactive, KCNQ1 block inactive, GSK3B inh 2, GSK3A inh 0, DYRK1A inh -5, RGS4 inh inactive, RGS4 pot inactive and PolyA inhibitor inactive.
For Cc1cc(NC(=O)c2ccc(S(=O)(=O)N(C)C)cc2)no1 the results were hERG protect -7, KCNK9 block inactive, KCNK3 inh inactive, KCNQ1 pot inactive, KCNQ1 block inactive, GSK3B inh -7, GSK3A inh 0, DYRK1A inh 1, RGS4 inh inactive, RGS4 pot inactive and PolyA inhibitor inactive.
Screening O=C(CSc1nc2ccccc2c(=O)n1CC1CCCO1)N1CCN(c2ccccc2)CC1 (stereo not drawn) returned hERG protect -13, KCNK9 block inactive, KCNK3 inh inactive, KCNQ1 pot inactive, KCNQ1 block inactive, GSK3B inh 2, GSK3A inh -1, DYRK1A inh -11, RGS4 inh inactive, RGS4 pot inactive and PolyA inhibitor inactive.
For COC(=O)Cc1cnc(NC(=O)CSc2nc(C(C)C)cc(=O)[nH]2)s1 the results were hERG protect -1, KCNK9 block inactive, KCNK3 inh inactive, KCNQ1 pot inactive, KCNQ1 block inactive, GSK3B inh 3, GSK3A inh 0, DYRK1A inh -1, RGS4 inh inactive, RGS4 pot inactive and PolyA inhibitor inactive.
`NNC(=O)COc1ccccc1[N+](=O)[O-]` gave hERG protect -13, KCNK9 block inactive, KCNK3 inh inactive, KCNQ1 pot inactive, KCNQ1 block inactive, GSK3B inh 1, GSK3A inh -1, DYRK1A inh 6, RGS4 inh inactive, RGS4 pot inactive and PolyA inhibitor inactive.
Cc1nc2cc(C(=O)O)ccc2n1-c1ccccc1 was read as hERG protect -9, KCNK9 block inactive, KCNK3 inh inactive, KCNQ1 pot inactive, KCNQ1 block inactive, GSK3B inh 0, GSK3A inh -2, DYRK1A inh 1, RGS4 inh inactive, RGS4 pot inactive and PolyA inhibitor inactive.
For CCCN1CCN(C(=O)c2cc(COc3ccc4ncccc4c3)on2)CC1 the results were hERG protect -14, KCNK9 block inactive, KCNK3 inh inactive, KCNQ1 pot inactive, KCNQ1 block inactive, GSK3B inh -8, GSK3A inh -1, DYRK1A inh 1, RGS4 inh inactive, RGS4 pot inactive and PolyA inhibitor inactive.
`COc1ccc(-n2c(=S)[nH]c3cc(C(=O)Nc4ccc(F)cc4)ccc3c2=O)c(OC)c1` gave hERG protect -10, KCNK9 block inactive, KCNK3 inh inactive, KCNQ1 pot inactive, KCNQ1 block inactive, GSK3B inh 2, GSK3A inh -1, DYRK1A inh -1, RGS4 inh inactive, RGS4 pot inactive and PolyA inhibitor inactive.
For Cc1nc2nc(SCC(=O)N3CCOCC3)nn2c(C)c1Cc1ccccc1 the results were hERG protect -13, KCNK9 block inactive, KCNK3 inh inactive, KCNQ1 pot inactive, KCNQ1 block inactive, GSK3B inh 4, GSK3A inh -9, DYRK1A inh 3, RGS4 inh inactive, RGS4 pot inactive and PolyA inhibitor inactive.
Screening CO/N=C/CC(=O)c1ccc(-c2ccccc2)cc1 returned hERG protect -7, KCNK9 block inactive, KCNK3 inh inactive, KCNQ1 pot inactive, KCNQ1 block inactive, GSK3B inh -1, GSK3A inh -3, DYRK1A inh -22, RGS4 inh inactive, RGS4 pot inactive and PolyA inhibitor inactive.
For CS(=O)(=O)N(CC(=O)Nc1ccc(S(=O)(=O)N2CCCC2)cc1)c1ccccc1F the results were hERG protect -9, KCNK9 block inactive, KCNK3 inh inactive, KCNQ1 pot inactive, KCNQ1 block inactive, GSK3B inh 1, GSK3A inh -3, DYRK1A inh 1, RGS4 inh inactive, RGS4 pot inactive and PolyA inhibitor inactive.
For O=C(CSc1nnc2ccccn12)c1ccc(OC(F)F)cc1OC(F)F the results were hERG protect -5, KCNK9 block inactive, KCNK3 inh inactive, KCNQ1 pot inactive, KCNQ1 block inactive, GSK3B inh -1, GSK3A inh -3, DYRK1A inh 4, RGS4 inh inactive, RGS4 pot inactive and PolyA inhibitor inactive.
Screening Cc1[nH]c2ccccc2c1CCCO returned hERG protect -10, KCNK9 block inactive, KCNQ1 pot inactive, KCNQ1 block inactive, GSK3B inh -1, GSK3A inh 2, RGS4 inh inactive, RGS4 pot inactive and PolyA inhibitor inactive.
`CC1CCCN(CCC(=O)Nc2ccccc2)C1` (stereo not drawn) gave hERG protect -10, KCNK9 block inactive, KCNK3 inh inactive, KCNQ1 pot inactive, KCNQ1 block inactive, GSK3B inh 0, GSK3A inh -1, RGS4 inh inactive, RGS4 pot inactive and PolyA inhibitor inactive.
For CCCCN1CC(=O)N2[C@H](c3ccc(OC)cc3)[C@@H]3C(=O)N(CC)C(=O)[C@@H]3[C@]2(Cc2ccccc2)C1=O the results were hERG protect 0, KCNK9 block inactive, KCNK3 inh inactive, KCNQ1 pot inactive, KCNQ1 block inactive, GSK3B inh 3, GSK3A inh -1, DYRK1A inh -19, RGS4 inh inactive, RGS4 pot inactive and PolyA inhibitor inactive.
Screening CC(OC(=O)c1cccc(S(=O)(=O)Nc2ccccc2F)c1)C(=O)NCc1ccc2c(c1)OCO2 (stereo not drawn) returned hERG protect -2, KCNK9 block inactive, KCNK3 inh inactive, KCNQ1 pot inactive, KCNQ1 block inactive, GSK3B inh 3, GSK3A inh -4, DYRK1A inh -6, RGS4 inh inactive, RGS4 pot inactive and PolyA inhibitor inactive.
`O=C1CCC(O)CCN1CCSc1ccccc1` (stereo not drawn) gave hERG protect -3, KCNK9 block inactive, KCNK3 inh inactive, KCNQ1 pot inactive, KCNQ1 block inactive, GSK3B inh -2, GSK3A inh -1, DYRK1A inh -1, RGS4 inh inactive, RGS4 pot inactive and PolyA inhibitor inactive.
`CCc1c(C)nc(SCC(N)=O)c(C#N)c1C` gave hERG protect -8, KCNK9 block inactive, KCNK3 inh inactive, KCNQ1 pot inactive, KCNQ1 block inactive, GSK3B inh -2, GSK3A inh -2, DYRK1A inh 22, RGS4 inh inactive, RGS4 pot inactive and PolyA inhibitor inactive.
`CCN1C(=NCc2ccc(OC)cc2)N[C@@H](c2ccccc2)C(C(=O)OC)=C1C` gave hERG protect -14, KCNK9 block inactive, KCNK3 inh inactive, KCNQ1 pot inactive, KCNQ1 block inactive, GSK3B inh -5, GSK3A inh 1, DYRK1A inh 4, RGS4 inh inactive, RGS4 pot inactive and PolyA inhibitor inactive.
For O=C(CSc1cccc[n+]1[O-])Nc1cc([N+](=O)[O-])ccc1Cl the results were hERG protect -4, KCNK9 block inactive, KCNK3 inh inactive, KCNQ1 pot inactive, KCNQ1 block inactive, GSK3B inh -3, GSK3A inh 11, DYRK1A inh -2, RGS4 inh inactive, RGS4 pot inactive and PolyA inhibitor inactive.
Cc1ccc(-c2cnc3c(Cl)c(C)nn3c2)cc1 was read as hERG protect -17, KCNK9 block inactive, KCNK3 inh inactive, KCNQ1 pot inactive, KCNQ1 block inactive, GSK3B inh 1, GSK3A inh 0, RGS4 inh inactive, RGS4 pot inactive and PolyA inhibitor inactive.
For COc1ccc(N(Cc2cc(=O)[nH]c3ccccc23)C(=O)c2ccco2)cc1 the results were hERG protect -6, KCNK9 block inactive, KCNK3 inh inactive, KCNQ1 pot inactive, KCNQ1 block inactive, GSK3B inh 4, GSK3A inh 3, DYRK1A inh -3, RGS4 inh inactive, RGS4 pot inactive and PolyA inhibitor inactive.
CCOC(=O)N/N=C\C=C\c1ccco1 was read as hERG protect -10, KCNK9 block inactive, KCNK3 inh inactive, KCNQ1 pot inactive, KCNQ1 block inactive, GSK3B inh -4, GSK3A inh 0, DYRK1A inh 2, RGS4 inh inactive, RGS4 pot inactive and PolyA inhibitor inactive.
COc1ccc(-n2nnnc2SCC(=O)Nc2ccccc2F)cc1 was read as hERG protect -6, KCNK9 block inactive, KCNK3 inh inactive, KCNQ1 pot inactive, KCNQ1 block inactive, GSK3B inh 0, GSK3A inh 2, RGS4 inh inactive, RGS4 pot inactive and PolyA inhibitor inactive.
`COc1ccccc1/C=C/C=N/NC(=O)c1ccc2nc[nH]c2c1` gave hERG protect -23, KCNK9 block inactive, KCNQ1 pot inactive, KCNQ1 block inactive, GSK3B inh 0, GSK3A inh -1, RGS4 inh inactive, RGS4 pot inactive and PolyA inhibitor inactive.
For CCCn1nnc(NC(=O)Cc2ccc(Cl)cc2)n1 the results were hERG protect -3, KCNK9 block inactive, KCNK3 inh inactive, KCNQ1 pot inactive, KCNQ1 block inactive, GSK3B inh -2, GSK3A inh -2, DYRK1A inh -6, RGS4 inh inactive, RGS4 pot inactive and PolyA inhibitor inactive.
